MEKK2 WT-MEK5: raises or lowers MEK5 binding to wildtype human MEKK2 PB1 domain; binding response (% of control), % at 10 µM; bead flow cytometry, Alexa488-MEK5 binding to MEKK2 WT; actives lie on both sides; Q9Y2U5; 290,000 tested, 1.1% active; in the data active = binding response below about 67% or above about 130%
NALP1 inh: inhibitors of NALP1 inflammasome in yeast; S. cerevisiae NALP1/ASC/caspase-1 growth, X-gal OD620, 72 h; inhibition, % at 10 µM; 280,000 tested, 0.61% active; in the data active = inhibition mostly above about 24%, no sharp cut-off; inactive = mostly below about 32%; note: some compounds called inactive have numbers as strong as hits
V1R ag counter: counter-screen for oxytocin receptor agonists: human V1a receptor agonists | P37288 | CHO-V1R cells, Fluo-8 calcium fluorescence, agonist mode; 0% DMSO, 100% 3 nM vasopressin | activation, % at 3 µM | 320,000 tested, 0.25% active | AID 2797;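 active = activation above the mean activation of all tested compounds plus 3 SD, per screening run, cut at about 20% in these data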;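 note: signal is peak over basal fluorescence ratio across a 100 second FLIPR read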
GPR7 antagonist: blocks human GPR7 receptor signaling; GPR7-expressing cells, fluorescence antagonist assay; inhibition, % at 4.4 µM; 290,000 tested, 1.1% active; in the data active = inhibition above about 16%, passing the limit was not always enough;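 note: cells stimulated with the agonist NPW; 0% = agonist with vehicle and 100% = vehicle without agonist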
Target sequence (P48145 whole entry, looked up): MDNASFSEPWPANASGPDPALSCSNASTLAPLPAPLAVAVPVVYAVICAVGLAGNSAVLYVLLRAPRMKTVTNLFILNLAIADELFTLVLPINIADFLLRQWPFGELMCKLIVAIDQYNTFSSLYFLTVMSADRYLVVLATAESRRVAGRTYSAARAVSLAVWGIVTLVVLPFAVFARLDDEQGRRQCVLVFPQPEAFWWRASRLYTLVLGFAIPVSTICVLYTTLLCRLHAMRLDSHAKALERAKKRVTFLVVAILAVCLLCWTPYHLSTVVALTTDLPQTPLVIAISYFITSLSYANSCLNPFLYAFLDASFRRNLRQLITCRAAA
PHOSPHO1 block: inhibitors of human PHOSPHO1 phosphatase | Q8TCT1 | recombinant PHOSPHO1, absorbance phosphatase assay | inhibition, % at 13.3 µM | 290,000 tested, 1.1% active | AID 1565; in the data active = inhibition above about 60%
Target sequence (Q8TCT1 whole entry, looked up): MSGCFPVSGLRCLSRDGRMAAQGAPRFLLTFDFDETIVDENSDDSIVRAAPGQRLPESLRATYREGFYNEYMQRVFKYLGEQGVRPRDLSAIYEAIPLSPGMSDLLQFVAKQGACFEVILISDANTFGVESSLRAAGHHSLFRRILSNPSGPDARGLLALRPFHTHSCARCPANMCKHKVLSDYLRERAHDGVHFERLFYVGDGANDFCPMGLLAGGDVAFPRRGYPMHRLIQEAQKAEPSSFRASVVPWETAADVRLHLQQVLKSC
OXTR agonist: activates the human oxytocin receptor | P30559 | CHO-OTR cells, Fluo-8 calcium fluorescence; normalized: DMSO 0%, oxytocin 100% | activation, % at 3 µM | 320,000 tested, 0.32% active | AID 2435;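 active = activation above the mean of all tested compounds plus 3 SD, cutoff set per screening run, cut at about 20% in these data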;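 note: peak over basal fluorescence ratio from a 100 s FLIPR kinetic read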
GalR3 antagonist: blocks the human galanin receptor 3; O60755; HEK293 GalR3-CNG cAMP membrane potential fluorescence; galR3 body fused to GalR1 C-terminus; inhibition, % at 3 µM; 360,000 tested, 0.44% active;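 active = inhibition above the screen-wide average plus 3 SD, cut at about 13% in these data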;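 note: forskolin and galanin both at EC90 stimulate the cells; cAMP rise reported by CNG channel membrane potential dye signal; 0% = forskolin plus galanin with DMSO and 100% = forskolin alone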
Target sequence (O60755 1-299 limits assumed): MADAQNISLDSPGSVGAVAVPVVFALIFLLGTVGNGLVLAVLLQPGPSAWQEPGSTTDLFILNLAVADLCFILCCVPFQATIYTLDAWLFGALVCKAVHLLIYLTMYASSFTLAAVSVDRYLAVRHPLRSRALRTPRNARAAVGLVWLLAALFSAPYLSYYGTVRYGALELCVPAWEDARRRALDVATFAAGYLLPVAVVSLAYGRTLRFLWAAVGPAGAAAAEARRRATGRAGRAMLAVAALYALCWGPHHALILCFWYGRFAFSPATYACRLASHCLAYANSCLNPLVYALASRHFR
MEKK2 mut-MEK5: signal of MEK5 binding to mutant human MEKK2 PB1 domain; bead flow cytometry, Alexa488-MEK5 binding to MEKK2 mutant; percent response, % at 10 µM; 290,000 tested, 0.35% active; in the data active = percent response above about 24%, passing the limit was not always enough; note: inactives centre near 1; some results filed as inactive read as strong as hits; reference of the scale not given here
MEKK3 PB1 HTS: MEKK3-MEK5 PB1 interaction, increase or decrease; Q99759; AID 1529; 290,000 tested, 1.4% active; binding response (% of control), % at 10 µM; bead-based flow cytometry, Alexa488-MEK5 binding to MEKK3; actives lie on both sides; 0 = blocked by unlabeled MEK5, 100 = vehicle;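 active = binding response more than 3 SD above or below the average of its plate-row segment, actives on both sides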;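 note: Alexa488 bead fluorescence after subtracting the streptavidin-only scavenger bead signal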
Active calls of the source: *; / = not tested or not shown; [ ] = another dose, or the depositor's remark.

SMILES,MEKK2 WT-MEK5,NALP1 inh,V1R ag counter,GPR7 antagonist,PHOSPHO1 block,OXTR agonist,GalR3 antagonist,MEKK2 mut-MEK5,MEKK3 PB1 HTS
NS(=O)(=O)c1ccc(CCNC(=O)CCCC2=NS(=O)(=O)c3ccccc3N2)cc1,102,-2,-0.5,3,1,0.2,-5,1,102
Nc1nnc(SCC(=O)N2CCN(Cc3ccccc3)CC2)s1,101,9,0.4,-10,51,1.3,-5,5,105
Cc1ccc(-c2nc(NCc3cccnc3)c3ccccc3n2)cc1,101,15,0.3,-4,-12,2.0,-12,-1,102
Cc1ncc([N+](=O)[O-])n1CC(=O)NC1CCCCC1,105,22,0.2,3,-14,1.9,3,-1,98
O=C(O)c1ccccc1C(=O)Nc1nc(-c2ccc3ccccc3c2)cs1,97,18,1.1,4,-57,0.1,-4,-5,100
Cc1ccc(S(=O)(=O)N2CCOCC2)cc1NC(=O)COC(=O)CSc1ccc(Br)cc1C,97,15,4.4,-10,16,5.5,12,2,108
CC1CCCN(C(=O)CSCC(=O)Nc2nc(-c3cccs3)cs2)C1 (configuration not stated),109,-18,9.6,15,7,9.4,/,8,105
O=C(NC1=NCCS1)C1CC2CCC1C2 (configuration not stated),106,-4,0.0,3,15,1.0,-3,1,100
O=C(N/N=C/c1ccc(Cl)s1)c1ccccc1[N+](=O)[O-],95,-15,-0.6,-10,4,1.0,-3,-7,92
C#Cc1ccc([C@@H]2C=C(C(=O)NC3CC3)O[C@H](OCC)[C@H]2CCCO)cc1,91,/,0.2,/,18,0.2,-1,3,100
Cc1c(NC(=O)c2csc3c2CCCC3)c(=O)n(-c2ccccc2)n1C,96,2,0.5,-5,11,0.7,-9,-7,98
COc1cccc(C(=O)NCC(=O)NCc2cc(=O)n(C)c(=O)n2C)c1,98,17,0.6,-20,32,1.4,-7,0,99
C=CCn1c(SCC(=O)OCC)nc2cc(C(=O)NCc3ccco3)ccc2c1=O,/,-6,-1.2,-5,-12,-1.1,-2,/,/
CCCN(CCC)C(=O)c1c(NC(=O)CC)sc2c1CCCCC2,105,8,-0.7,-13,8,-0.9,-1,4,115
CCn1c2ccccc2c2cc(NC(=O)COC(=O)c3ccccc3F)ccc21,103,29,-1.5,0,0,-3.2,0,2,98
CC(C)(C)N(Cc1cc2ccccc2[nH]c1=O)C(=O)C1CCCCC1,99,14,-1.5,-3,-3,-2.4,-5,0,102

By substructure: the compounds so far containing a nitro group on carbon (two)
SMILES,MEKK2 WT-MEK5,NALP1 inh,V1R ag counter,GPR7 antagonist,PHOSPHO1 block,OXTR agonist,GalR3 antagonist,MEKK2 mut-MEK5,MEKK3 PB1 HTS
Cc1ncc([N+](=O)[O-])n1CC(=O)NC1CCCCC1,105,22,0.2,3,-14,1.9,3,-1,98
O=C(N/N=C/c1ccc(Cl)s1)c1ccccc1[N+](=O)[O-],95,-15,-0.6,-10,4,1.0,-3,-7,92

Continuation.
SMILES,MEKK2 WT-MEK5,NALP1 inh,V1R ag counter,GPR7 antagonist,PHOSPHO1 block,OXTR agonist,GalR3 antagonist,MEKK2 mut-MEK5,MEKK3 PB1 HTS
Cc1nccn1CC(=O)O,94,5,-0.1,/,-33,-1.0,-6,-4,96
CCOc1ccccc1NC(=O)c1cc(C(=O)c2cc(Br)ccc2O)coc1=N,98,11,4.1,15,-3,5.2,-10,-6,100
NC(=O)C1(c2ccccc2)CCC(=O)N1c1ccccc1 (configuration not stated),83,12,0.9,-11,36,1.0,-2,-22,93
Cc1onc(-c2c(F)cccc2Cl)c1C(=O)NCCc1ccncc1,98,11,0.4,-5,38,-0.1,-1,-4,102
COc1ccc(S(=O)(=O)N2CC(O)CC2C(=O)Nc2cccnc2)cc1 (configuration not stated),90,8,1.1,-1,20,0.8,-7,-5,88
CCc1c(O)nc(SCC(=O)Nc2ccccc2)n(-c2ccccc2)c1=O,97,7,0.1,-17,43,0.8,-7,3,99
Cc1cnc(C)c(N2CCC(C(=O)NC(C)c3cccs3)CC2)n1 (configuration not stated),98,0,1.6,0,16,-0.5,-3,1,96
N#CC12CCCCC1CC1CCCCC1(C#N)N2N (configuration not stated),102,12,-0.9,-7,-14,-0.2,-3,3,103
C=CCNC(=O)CSc1nnc(-c2ccccc2Cl)n1-c1c(C)n(C)n(-c2ccccc2)c1=O,96,9,0.3,1,8,0.9,/,-3,89
CCn1c(=O)c2cc(C(=O)N3CCN(C(=O)c4ccco4)CC3)sc2c2ccccc21,57,6,/,-8,0,/,/,13,58
CCc1cc(=O)oc2cc(C)cc(OCC(=O)NCC3CCC(C(=O)O)CC3)c12 (configuration not stated),100,9,0.0,-3,13,1.5,-5,1,100
COc1ccc(NC(=O)CCc2nc(-c3ccc(C)cc3)no2)cc1Cl,111,-8,6.0,-15,-4,4.9,-2,10,103
CCOC(=O)C1CCN(C2=NC(=O)/C(=C/c3ccccc3OC)S2)CC1,97,23,-0.4,17,50,-1.3,-10,-3,99
O=C(Nc1ccc(-c2nc3cc(NC(=O)c4cccs4)ccc3o2)cc1)c1cccs1,103,12,0.8,2,-14,1.1,-1,5,93
COc1ccc(Br)c(-c2nnc(CS(=O)(=O)c3ccccc3)o2)c1,93,-2,4.1,-6,32,1.5,-5,-5,97
C/C(=N\NC(=O)c1ccc(CSc2nc(C)cc(C)n2)cc1)c1ccco1,99,-10,-0.4,-18,37,-0.8,-3,-1,97
Cc1nnc(SCC(=O)NCc2ccccc2)n1-c1ccccc1,101,-5,1.0,-3,5,0.4,3,-1,103
Cc1ccc(C(=O)N2CCN(C(=O)c3ccc(C)cc3)C2)cc1,103,7,-1.2,-2,29,-1.6,2,2,99
COc1ccccc1CN(CC(=O)NCc1ccc2c(c1)OCO2)C(=O)c1csnn1,93,17,3.8,-8,-104,2.6,-7,-3,100
CCOc1ccc(NC(=NCc2ccc3c(c2)OCO3)SC2CC(=O)N(c3ccc(OCC)cc3)C2=O)cc1 (configuration not stated),107,15,0.1,0,-21,2.3,1,3,108
OCCCNC(=S)NC1CCCC1,102,12,0.6,-1,29,0.2,-4,8,103
COc1ccc(N2CCN(C(c3nnnn3CCc3ccccc3)C(C)C)CC2)cc1 (configuration not stated),102,-13,-1.2,-8,16,-0.5,-6,5,103
Cc1ccc(S(=O)(=O)N(CC(=O)NCc2cccnc2)C2CCCCC2)cc1,100,12,-0.1,-6,32,-1.1,10,-6,98
CCN(CC)CCN(C(=O)CN1C(=O)CCC1=O)c1nc2cc3c(cc2s1)OCO3,109,1,0.5,-13,-8,0.0,1,8,108
CC(=O)N/C(=C/c1ccc2c(c1)OCO2)C(=O)O,88,22,0.4,-10,37,-0.3,-3,-11,89
COc1ccc(/C(O)=C2/C(=O)C(=O)N(CCN(C)C)C2c2ccccc2)cc1Cl (configuration not stated),98,18,0.6,-2,-21,0.0,-3,2,95
CCOC(=O)N1CCC(NC(=O)c2ccc3c(c2)ncn3C2CCCC2)CC1,/,8,-0.2,-8,36,0.1,0,/,/
CC1=CC=CC2=NC(=O)CC(C)(C(=O)N(CC(=O)NC3CCCC3)c3ccc(F)cc3)N12 (configuration not stated),96,-6,1.0,-8,37,0.9,-3,-5,102
Cc1ccc(CNC(=O)CCNS(=O)(=O)c2ccc(Br)s2)cc1,98,8,0.6,-6,-13,0.4,-4,-3,101
Cc1ccc(CNC(=O)Cc2ccc(NC3=NC4CS(=O)(=O)CC4S3)cc2)cc1 (configuration not stated),97,-7,0.3,4,7,-0.9,/,-3,100
CSc1ccc(CN(C)C(=O)CNC(=O)CNS(=O)(=O)c2ccc(C)c(C)c2)cc1,101,4,5.4,-7,16,4.2,-10,3,102
Cc1cc(OCc2nnc(SCC(=O)OC3CCCCC3)o2)ccc1Cl,98,6,-0.1,-3,-1,1.6,-3,1,102
O=C(CN1C(=O)NC2(CCCCCCC2)C1=O)NC1CCCc2ccccc21 (configuration not stated),105,16,-1.0,7,173*,-0.3,-3,11,99
O=c1c2c(-c3cccc([N+](=O)[O-])c3)ccnc2[nH]n1-c1ccccc1,103,13,/,3,28,/,-10,1,105
Cc1cc(/C([O-])=C(/C(=S)Nc2ccc(F)cc2)[n+]2ccccc2)c(C)n1Cc1ccccc1Cl,105,-5,-0.2,-5,-51,-0.4,-4,4,106
COc1ccccc1C(O)Cc1nc2ccccc2n1C (configuration not stated),93,0,1.1,-4,17,-0.4,0,-6,91
O=C(Nc1ccccc1)N1CC=C(c2ccc(F)cc2)CC1,110,6,4.2,13,10,2.4,3,0,110
O=C(c1ccc2c3c(cccc13)CC2)C1CCCN(C(=O)c2cccnc2)C1 (configuration not stated),95,1,4.5,-5,27,1.4,-1,-8,98
O=C1NNC(c2ccccc2)=N/C1=C\c1ccco1,44*[inhibitor],-1,0.5,-2,-6,0.5,2,-35,57
CN(Cc1ccc(F)cc1)C(=O)C(c1ccccc1)c1ccccc1,91,12,-0.4,23,12,-1.9,-14,-6,97
COc1ccccc1N1CCN(C(=O)c2ccc(NC(C)=O)cc2)CC1,96,4,0.2,10,5,-0.7,2,-4,90
CC(Sc1nnc(COc2ccccc2)n1-c1ccccc1)C(=O)O (configuration not stated),108,8,1.1,11,3,-0.4,-11,1,101
Cc1ccc(C)c(NC(=O)c2cc[n+](C)cc2)c1,112,0,0.5,-4,14,1.3,-8,7,108
O=C1c2cccc(O)c2C(=O)c2c(O)cc(CO)cc21,108,/,1.9,/,/,1.7,/,4,105
Cc1ccccc1OCC(=O)N(CC(C)C)c1c(N)n(CC(C)C)c(=O)[nH]c1=O,98,13,-0.4,-5,27,-0.4,2,0,101
C/C=C/Cn1cccc(C(=O)Nc2ccc(OC)cc2)c1=O,87,-11,0.9,-1,33,-0.2,-3,-1,77
CC(=O)Nc1ccc(S(=O)(=O)N2CCC(C(=O)NCc3ccco3)CC2)cc1,98,-5,0.9,-6,17,0.1,-1,1,98
CCc1ccccc1NC(=S)N1CCN(c2ccccn2)CC1,97,18,-0.3,-10,-1,0.3,-2,-2,95
CN1CCCN(C(=O)/C=C/c2ccc(Cl)cc2Cl)CC1,82,24,0.4,4,24,1.9,-8,-10,62
COc1ccc(OCc2nn3c(-c4ccccn4)nnc3s2)cc1,101,6,1.5,26,59,0.4,-3,-1,98
Cc1nc(N2CCOCC2)nc2c1CCC2,109,10,0.2,-7,34,0.3,0,3,120
O=C(CN1CCCN(S(=O)(=O)c2ccc(F)cc2)CC1)Nc1ccccc1Br,106,4,4.1,12,10,2.8,-5,5,108
CC(C)(O)CC[C@H](OC(=O)c1ccccc1)[C@](C)(O)[C@H]1CC[C@@]2(O)C3=CC(=O)[C@@H]4C[C@@H](O)[C@H](O)C[C@]4(C)C3CC[C@]12C (some centres not stated),104,3,0.8,-2,5,1.1,-10,5,105
COc1cccc(CN(C)C(=O)c2cc(COc3ccc(-n4cncn4)cc3)on2)c1,103,18,10,1,-11,6.7,-2,1,99
CS(=O)(=O)N1CCN(c2cccc(Cl)n2)CC1,103,8,0.5,15,2,0.1,-3,3,105
COc1cc(NC(=O)C2CC(c3cccc(Br)c3)=NO2)cc(OC)c1OC (configuration not stated),97,-2,4.3,-10,14,1.1,-9,1,99
CC(C)(C)c1ccc(C(=O)NNC(=S)NCC2CCCO2)cc1 (configuration not stated),94,0,1.8,3,22,1.1,-11,-2,89

Bioassay records from PubChem BioAssay.
